From PubChem BioAssay
ARNT TACC3 PPI: disrupts binding between human ARNT and TACC3. Q9Y6A5. AlphaScreen His-ARNT PAS-B/GST-TACC3 binding, luminescence; TACC3 fragment carries E629A point mutation. inhibition, % at 9.99 µM. hit rate 0.66% among 390,000;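 active = mean inhibition of replicates at least 50% and at least half of replicates each reaching 50%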;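 note: 0% = complete ARNT plus TACC3 wells and 100% = ARNT alone without TACC3; many hits fall short of the cut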
Starred values were filed as active, the others as inactive. Only part of the results is shown (hit frequency here may not be typical).

SMILES	ARNT TACC3 PPI
CO/N=C(/CNC(=O)c1cccc(Cl)c1)c1ccc(Cl)cc1	4
COc1ccc2cc(C(=O)N3CCCCCC3)sc(=O)c2c1OC	1
Cc1ccc(Cl)cc1N1CCN(C(=O)C2CCN(S(=O)(=O)c3cccnc3)CC2)CC1	19
COCCn1c(C)c(C(=O)O)sc1=S	19
O=C(Nc1ccccn1)c1cccc(S(=O)(=O)N2CCCCC2)c1	-1
Cc1ccc2cc(C#N)c(N3CCCN(C(=O)C4CCCO4)CC3)nc2c1 (stereo unspecified)	6
CCOC(=O)C1=C(C)Nc2sc(C(=O)c3ccc(Br)cc3)c(N)c2C1c1ccc(C(=O)OC)cc1 (stereo unspecified)	8
Cc1cc(OCCOCCNC(C)C)cc(C)c1Cl	-14
CC1(C)Cc2nc(-c3ccccc3)n3cnnc3c2CO1	-2
CC1CN(C(=S)NC(=O)c2ccc([N+](=O)[O-])cc2)CC(C)O1 (stereo unspecified)	-23
c1cnc(N2CCN(c3nc4ccccc4n4cnnc34)CC2)nc1	49*
Cc1cccc2[nH]c3c(N4CCN(C(=O)c5ccco5)CC4)ncnc3c12	-3
Cc1sc2ncn3cnnc3c2c1C	0
COC(=O)c1ccc(Nc2cc(C)nc(-c3ccccc3O)n2)cc1	-2
CCOC(=O)c1cnn(-c2ccccc2)c1-n1cccc1C(=O)C(=O)Nc1ccccc1C(F)(F)F	2

Six successive compounds already listed, quoted:
SMILES	ARNT TACC3 PPI
Cc1ccc2cc(C#N)c(N3CCCN(C(=O)C4CCCO4)CC3)nc2c1 (stereo unspecified)	6
CCOC(=O)C1=C(C)Nc2sc(C(=O)c3ccc(Br)cc3)c(N)c2C1c1ccc(C(=O)OC)cc1 (stereo unspecified)	8
Cc1cc(OCCOCCNC(C)C)cc(C)c1Cl	-14
CC1(C)Cc2nc(-c3ccccc3)n3cnnc3c2CO1	-2
CC1CN(C(=S)NC(=O)c2ccc([N+](=O)[O-])cc2)CC(C)O1 (stereo unspecified)	-23
c1cnc(N2CCN(c3nc4ccccc4n4cnnc34)CC2)nc1	49*

Carrying on.
SMILES	ARNT TACC3 PPI
O=C(COC(=O)c1cn(-c2ccccc2)nc1-c1cccs1)NC1CC1	-5
CCn1nnc(NC(=O)COc2cc(C)ccc2C(C)C)n1	0
COC(=O)CN1C(=S)N(c2ccc(Cl)cc2)C(=O)C1CC(=O)Nc1ccc(Cl)cc1 (stereo unspecified)	-2
CC1(C)CC(C(=O)Nc2nccs2)CCO1 (stereo unspecified)	0
Cc1c(C)n(C)c2ccc(C(=O)Nc3cccc4ccccc34)cc12	1
CC(=O)N1CCN(C2c3cccc4cccc(c34)C2NS(=O)(=O)c2ccccc2)CC1 (stereo unspecified)	-1
COc1cc(/C=N/NC(=O)c2cc(-c3cccn3C)n[nH]2)cc(OC)c1OC	23
Cn1c(=O)c2c(ncn2CC(=O)Nc2ccccc2N2CCOCC2)n(C)c1=O	1
CCN(CC)C(=O)CSc1nc2ncc(Cl)cc2[nH]1	-1
COc1ccc(CCNC(=O)C2CCN(Cc3nc(-c4cccc(Cl)c4)oc3C)CC2)cc1OC	0
Cc1cccc(NC(=O)c2ccoc2C)n1	-8
CCOc1c(Cl)cc(CNC(C)(C)CC(C)(C)C)cc1OC	0
Cc1cc(OCc2cc(C(=O)NC3CCC3)no2)cc(C)c1Cl	-1
O=C(Nc1ccccc1)c1cc(-n2cnnc2)ccc1Cl	-7
CCCS(=O)(=O)N1CCCC(C(=O)NCCN2CCC(Cc3ccccc3)CC2)C1 (stereo unspecified)	4
C=CCn1c(SCc2c(C)noc2C)nc2sc3c(c2c1=O)CCC(C)C3 (stereo unspecified)	-3
COC(=O)c1cc2occc2n1CC(=O)Nc1cc(OC)cc(OC)c1	31
CCC(C)(C)NC(=O)C(c1ccc(C)cc1)N(Cc1cccs1)C(=O)c1ccc2c(c1)OCCO2 (stereo unspecified)	13
CCOC(=O)c1cnn(-c2ccccc2)c1-n1cccc1C(=O)C(=O)Nc1ccc(F)cc1	6
CC(=O)N1[C@H](Cc2ccccc2)C=C[C@]1(C)C(=O)NCc1ccc(C)o1	-4
Cc1ccc(OCC(=O)N/N=C/c2cn[nH]c2-c2ccc(Cl)c(Cl)c2)cc1	-3
CC(=O)c1cccc(-n2nnnc2SCC(=O)N2CCCC2)c1	0
O=C(c1c[nH]c2ccccc12)C(O)C(c1ccccc1)N1CCOCC1 (stereo unspecified)	-5
O=C(CCn1cccc1)NC1CCCc2ccccc21 (stereo unspecified)	2
CN(C)CCN(C(=O)c1ccc2ccccc2c1)c1nc2ccc(F)cc2s1	7
COc1ccc(-n2sc3c(c2=S)-c2cc(OC)ccc2NC3(C)C)cc1	3
CCOC(=O)N1CCN(C(=O)CN(C2CCCCC2)S(=O)(=O)c2ccc(F)cc2)CC1	4
CCCCc1ccc(Nc2nc(CCC)cc(=O)[nH]2)cc1	-2
CN(C)/C=C(\C#N)C(=O)Nc1ccc(F)cc1	-13
CCOC(=O)CC(=O)CSc1ncnc2c1oc1ccccc12	-5
O=C(Nc1ccc(/C=C/c2nc3ccccc3o2)cc1)c1c(F)cccc1F	-5
Cn1nnnc1SCC(=O)Nc1ccccc1-c1ccccc1	-9
O=C1OCCC1N1C(=O)c2ccccc2S1(=O)=O (stereo unspecified)	-2
Cc1ccc(N=Cc2c(O)n(C)c(=O)n(C)c2=O)nc1	-26
COC(=O)C1=C(C(=O)OC)C2(OC1c1ccc(Br)cc1)C(=O)c1ccccc1C2=O (stereo unspecified)	0
CCN(CC)c1ccc(NC(=O)CCCCCN2C(=O)c3ccccc3C2=O)cc1	-1
Cc1ccc(-n2nc3c(c2NC(=O)c2ccc4c(c2)OCO4)CS(=O)C3)cc1 (stereo unspecified)	-3
Cc1nc([N+](=O)[O-])cn1CC(=O)c1ccc(F)cc1	-4
COC(=O)Oc1c(Br)c(=O)oc2ccccc12	-7
Cc1cc(Nc2ccccc2)n(-c2ccc(Br)cc2)n1	7
CCCCC(=O)Nc1ccc(C(=O)N2CCC(C(=O)OCC)CC2)cc1	-1
O=C(NC(Cc1ccccc1)C(=O)N1CCN(c2ccccn2)CC1)c1ccco1 (stereo unspecified)	-7
COC(=O)c1cc(C(=O)OC)cc(N2C(=O)CN=C2Nc2nc(C)cc(C)n2)c1	20
C=CCNC(=S)Nc1cccc2ccccc12	3
CCCC(=O)Nc1c2c(nn1-c1ccc(OC)cc1)CS(=O)(=O)C2	2

With a hit mark in ARNT TACC3 PPI, of those listed so far:
SMILES	ARNT TACC3 PPI
c1cnc(N2CCN(c3nc4ccccc4n4cnnc34)CC2)nc1	49*

New compounds follow:
SMILES	ARNT TACC3 PPI
CCCc1[nH]nc2c1C(c1cccnc1)C(C#N)=C(N)O2 (stereo unspecified)	1
COc1cc(NC(=O)C2CC(=O)NC3=C2C(=O)CC(C)(C)C3)c(OC)cc1Cl (stereo unspecified)	-2
CCc1nnc(NS(=O)(=O)c2ccc(NC(=S)NC(=O)/C=C/c3ccc(C(C)C)cc3)cc2)s1	13
CCOC(=O)C1C(=O)CC(C)(O)C(C(=O)OCC)C1c1ccc(OCC)cc1 (stereo unspecified)	7
CCOc1ccc(N(CC(=O)NC2CCCC2)C(=O)CSc2nnc(COc3ccccc3)o2)cc1	1
CN1C(=S)SC(/[N+]([O-])=C/c2cccnc2)C1(C)C (stereo unspecified)	3
O=C1/C(=C\Nc2ccccc2)CCN1c1ncccn1	8
c1ccc(-c2cc(N3CCCCC3)ncn2)cc1	-7
c1ccc(CSc2nnc(-c3cccs3)n2Cc2ccco2)cc1	-5
CCn1c(=O)n(CCOC)c(=O)c2c3c(sc21)CCCC3	-4
CC(=O)c1cc2c(cc1NC(=O)CN1CCCCCC1)OCO2	-2
COC(=O)C1=C(Nc2ccc(OC)cc2)C=C(C)C(C(=O)OC)C1c1ccc(C)cc1 (stereo unspecified)	1
COCCNC(=O)C(c1cccs1)N(Cc1cccs1)C(=O)Cn1nnc2ccccc21 (stereo unspecified)	-3
Cc1ccc(C2CC(c3ccc(Cl)cc3)=NNC2=O)cc1 (stereo unspecified)	2
Cn1c(=O)c2cc(S(=O)(=O)N3CCOCC3)ccc2n(C)c1=O	2
CCOc1ccc(-c2cc(N3C(=O)Nc4ccccc4N3O)on2)cc1	-3
O=C(Nc1ccccc1Cl)c1ccn[nH]1	-10
Cc1ccccc1-n1c(C)cc(/C=N/NC(=O)c2ccc(CN3CCOCC3)cc2)c1C	-1
CCSc1nc(O)c(C2OC(=O)c3c2ccc(OC)c3OC)c(=O)n1CC (stereo unspecified)	-17
Cc1nn(Cc2c(Cl)cccc2Cl)c(C)c1NC(=O)/C=C/c1cnn(C)c1C	0
O=C(Cn1cnc2c(cnn2-c2ccc(Cl)cc2)c1=O)NCCc1ccccc1	-2
CCC(Sc1nc2cc3c(cc2c(=O)n1Cc1ccco1)OCO3)C(=O)Nc1cccc(OC)c1 (stereo unspecified)	-1
CCCN(CCC)c1ncnc2c1cnn2-c1ccc(OC)cc1	-2
CCc1ccc(NC(=O)CSc2nnc(SCC(=O)Nc3ccc(CC)cc3)n2N)cc1	-5
CCC(=O)N1CCN(c2ccccc2NC(=O)Cc2ccc(Cl)cc2)CC1	-6
COc1cc(/C=N\NC(=O)CN2CCOCC2)ccc1OCC(=O)Nc1ccc(C)c(C)c1	5
CCC(c1nnnn1CCc1ccccc1)N1CCN(c2ccc(OC)cc2)CC1 (stereo unspecified)	0
O=C(/C=C/c1ccc(Cl)cc1)NCCCn1ccnc1	4
O=C(c1ccccc1)c1ccc(OCC(O)CN2CCCCC2)cc1 (stereo unspecified)	2
CCn1c(=O)c(C(=O)CN(C)Cc2cccc(OC)c2OC)c(N)n(Cc2ccccc2)c1=O	-4
COCCSc1nnc(-c2cccc(C#N)c2)n1C	0
Cc1cccc(-n2c(SCc3cc(=O)n4ccsc4n3)nc3ccccc3c2=O)c1	22
COC(=O)c1ccc(CC(=O)c2ccc(O)cc2O)o1	2
Nc1nc(-c2nc3ccccc3[nH]2)cs1	35
Cc1cccn2c(=O)c(/C=N/O)c(N3CCCC3)nc12	-2
Cc1cc(C(=O)Cn2nnc3ccccc3c2=O)c(C)n1-c1c(C)n(C)n(-c2ccccc2)c1=O	-1
O=c1c2[nH]c3ccc(Cl)cc3c2ncn1CCN1CCCCC1	-2
Cc1cccc(N2C(=O)CC(SC(=Nc3ccccc3)Nc3ccccc3)C2=O)c1 (stereo unspecified)	3
NC(=O)c1ccc(C(F)(F)F)n(Cc2ccc(Cl)cc2)c1=O	6
CCCC1(C(=O)OCC)NC(c2ccc(OC)cc2OC)C2C(=O)N(c3ccc4c(c3)OCCO4)C(=O)C21 (stereo unspecified)	1
CCN(CC)CC(=O)c1ccc(-c2ccccc2)cc1	-4
Cc1ccc(-n2c(=O)[nH]c3c(C(N)=O)nc(-c4ccc(C)o4)nc32)cc1	-1
CCOc1cc2[nH]c(=S)n(CCC(=O)NCc3ccc(OC)cc3)c(=O)c2cc1OCC	-5
O=S(=O)(c1ccccc1)N1CCN(C2CCN(Cc3ccccc3)CC2)CC1	-14
O=C(CSc1ncnc2c1oc1ccccc12)Nc1cccc(F)c1	-1

Another view of two compounds above.
SMILES: Cc1cccc2[nH]c3c(N4CCN(C(=O)c5ccco5)CC4)ncnc3c12
  ARNT TACC3 PPI: -3

SMILES: c1cnc(N2CCN(c3nc4ccccc4n4cnnc34)CC2)nc1
  ARNT TACC3 PPI: 49*

(more compounds)
SMILES	ARNT TACC3 PPI
CCN(CC)c1ccc(C2CC(=O)Nc3cc(OC)c(OC)cc32)cc1 (stereo unspecified)	12
Cc1cccc(-n2c(=O)[nH]c3c(C(N)=O)nc(C(C)C)nc32)c1	0
Cc1cc(C)cc(NCc2cc3c(cc2[N+](=O)[O-])OCO3)c1	2
Cc1ccc(/C=N/NC(=O)c2ccco2)s1	-2
CNS(=O)(=O)c1ccc(OC)c(-c2nnc3c4ccccc4c(C)nn23)c1	0
Cc1ccc(-c2cc(-c3ccccc3)c(C#N)c(N)n2)o1	29
Cc1cc(Oc2ccccc2)nc(SCC(=O)Nc2ccc(Cl)cc2Cl)n1	32
CCn1c(SCC(=O)Nc2ccc(N3CCOCC3)c(Cl)c2)nnc1-c1ccc(N)cc1	1
CCn1c(=S)ccc2ccc(OC)cc21	0
Cc1cc(C)cc(OC(=O)N2CCOCC2)c1	-5
COc1cccc(C(=O)/C=C/Nc2ccc(S(=O)(=O)Nc3cccc(C(C)=O)c3)cc2)c1	-24
COc1ccccc1NC(=O)CSc1nc2n[nH]c(C)c2c(=N)n1-c1ccccc1Cl	16
C[C@@H]1C[C@H](O)c2cc(Cl)ccc2N1	-1
CCOC(=O)c1c(NC(=O)c2nn(CC)cc2Br)sc(C)c1C	0
CC1(C)CC(=O)C2=C(C1)NC(Nc1nc3ccccc3o1)=NC21CCCC1	-7
CCOC(=O)Cn1nc(/C=C/c2ccc(OC)cc2)ccc1=O	0
Clc1ccccc1-c1nc2ccccc2c2nncn12	3
CCN1CCN(C(=O)c2cnn3c(C(F)F)cc(-c4ccc(C)cc4)nc23)CC1	0
Cc1ccc2cc(CN(CCN3CCCC3)C(=O)Nc3ccccc3)c(=O)[nH]c2c1C	10
COc1ccccc1/C=C/C(=O)c1cc(Br)ccc1OC(=O)c1ccco1	0
CCOC(=O)C(NC(=O)c1ccccc1OCC)(Nc1ncccn1)C(F)(F)F (stereo unspecified)	30
COc1cc2sc(-c3ccccc3OC)c(-c3ccc(OCCN4CCOCC4)cc3)c2cc1OC	4
COc1ccc(OC)c(-c2cc(C(=O)NCc3cccs3)no2)c1	25
Cc1noc(C)c1S(=O)(=O)N1CCC(C(=O)N(C)Cc2ccccc2)CC1	-4
COc1ccccc1N1CCN(S(=O)(=O)c2ccc(F)cc2)CC1	10
Cc1ccc(SCC(=O)NC(=O)NCc2ccco2)c(C)c1	-20
